D1 potentiator: Potentiators of Human D1 Dopamine Receptor: qHTS | HEK293 TREx D1 cells, calcium flux, dopamine EC20 potentiation | potentiation, % at 10 µM | hit rate 0.036% among 360,000 | AID 504651, 2011; in the data active = potentiation above about 30%; note: 0% is about no effect
Target sequence (P21728 whole entry, looked up): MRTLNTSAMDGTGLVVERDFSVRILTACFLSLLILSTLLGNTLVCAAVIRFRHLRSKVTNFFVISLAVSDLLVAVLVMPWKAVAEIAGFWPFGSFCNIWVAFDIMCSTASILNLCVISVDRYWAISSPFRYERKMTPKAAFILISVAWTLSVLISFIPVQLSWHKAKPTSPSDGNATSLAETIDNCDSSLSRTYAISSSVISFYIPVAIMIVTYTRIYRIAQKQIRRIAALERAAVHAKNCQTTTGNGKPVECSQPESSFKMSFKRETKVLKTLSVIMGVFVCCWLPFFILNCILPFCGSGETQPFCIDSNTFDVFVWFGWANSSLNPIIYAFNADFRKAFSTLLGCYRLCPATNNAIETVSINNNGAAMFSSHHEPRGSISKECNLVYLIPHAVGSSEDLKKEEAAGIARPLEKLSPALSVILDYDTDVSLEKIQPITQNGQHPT
D2 PAM: HTS Assay for Positive Allosteric Modulators of the Human D2 Dopamine Receptor: Primary Screen for Potentiators; potentiation, % at 10 µM; AID 485347, 2010; HEK293 T-REx D2, calcium flux, EC20 dopamine potentiation; D(2) dopamine receptor (Homo sapiens), P14416; hit rate 0.34% among 340,000;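 active = potentiation over 3 SD above the plate norm, cut at about 30% in these data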; note: 0% is about no effect
Target sequence (P14416 whole entry, looked up): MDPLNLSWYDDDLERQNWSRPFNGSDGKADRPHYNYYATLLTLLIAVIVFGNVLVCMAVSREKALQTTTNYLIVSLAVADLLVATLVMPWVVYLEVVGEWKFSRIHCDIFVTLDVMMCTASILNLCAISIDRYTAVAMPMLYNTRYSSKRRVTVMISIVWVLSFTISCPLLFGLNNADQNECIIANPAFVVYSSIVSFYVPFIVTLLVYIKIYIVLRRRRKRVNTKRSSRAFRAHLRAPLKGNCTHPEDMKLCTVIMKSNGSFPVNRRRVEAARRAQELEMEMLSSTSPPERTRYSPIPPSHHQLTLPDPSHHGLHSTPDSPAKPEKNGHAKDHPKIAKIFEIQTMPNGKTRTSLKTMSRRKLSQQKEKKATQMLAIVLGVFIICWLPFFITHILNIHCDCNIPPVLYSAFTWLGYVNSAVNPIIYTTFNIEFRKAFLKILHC
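Primary screen. Calcium kinetics in induced HEK293 T-REx D2 cells: compound pre-addition 180 s, EC20 dopamine, 180 s more.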
TRHR enhancer: qHTS for Small Molecule Agonists and Allosteric Enhancers of Human TRH Receptor: Primary Screen for Enhancers; Thyrotropin-releasing hormone receptor (Homo sapiens), P34981; TRHR cells, fluo-8 calcium fluorescence, EC20 TRH enhancement; enhancement, % at 2 µM; hit rate 0.66% among 360,000; AID 493056, 2011; in the data active = enhancement above about 30%; note: 0% is about no effect
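Enhancer read-out: after compound pinning and an initial kinetic agonist-mode read, an EC20 of TRH (10 nM final) was injected and fluo-8 calcium signal (Ex 480/Em 530) followed at 1 s/cycle for 100 cycles in TRHR-expressing cells.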
D2 antagonist: HTS Assay for Allosteric Antagonists of the Human D2 Dopamine Receptor: Primary Screen for Antagonists; D(2) dopamine receptor (Homo sapiens), P14416; HEK293 TREx D2 cells, calcium flux, dopamine EC80; inhibition, % at 10 µM; hit rate 2% among 340,000; in the data active = inhibition above about 30%; note: 0% is about no effect
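HEK293 T-REx D2 cells, tet-induced, calcium dye no-wash. Cpd pintool add, 180 s kinetic, then EC80 DA, 180 s kinetic. Ca flux read.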
D1 ag: Allosteric Agonists of the Human D1 Dopamine Receptor: qHTS; D(1A) dopamine receptor (Homo sapiens), P21728; HEK293 T-REx D1 cells, calcium flux, agonist mode; activation, % at 2 µM; hit rate 1% among 360,000; note: 0% is about no effect
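Tetracycline-induced HEK293 TREx D1 cells, force-coupled to calcium signalling, were dye-loaded with a no-wash calcium kit. Compound was pin-added after a 10 s baseline. Fluorescence was read kinetically at 1 cycle/s for 180 s, with calcium rises flagged as agonism.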
RXFP1 antag: qHTS Assay for Antagonists of the Relaxin Receptor RXFP1; Relaxin receptor 1 (Homo sapiens), Q9HBX9; HEK293-RXFP1, relaxin-stimulated cAMP HTRF, 30 min; stronger effect = lower value; activity change, negative = inhibition, % at 57.5 µM; hit rate 0.59% among 350,000; AID 1259400, 2018;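 active = activity change of -60% or lower, but not beyond a set lower limit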; note: % is set by controls: 0 for no effect and ±100 for the full control effect
D1 antagonist: Antagonist of Human D 1 Dopamine Receptor: qHTS; hit rate 3.2% among 360,000; HEK293 TREx D1 cells, calcium flux, dopamine EC80; stronger effect = lower value; activity change, negative = inhibition, % at 10 µM; in the data active = activity change below about -30%; note: % is set by controls: 0 for no effect and ±100 for the full control effect
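Allosteric or orthosteric antagonism assessed as attenuation of the calcium response to EC80 dopamine, added 180 s after compound, in induced HEK293 Trex D1 cells loaded with no-wash calcium dye.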
TRHR ag: qHTS for Small Molecule Agonists and Allosteric Enhancers of Human TRH Receptor: Primary Screen for Agonists; Thyrotropin-releasing hormone receptor (Homo sapiens), P34981; TRHR cells, calcium flux fluo-8, FDSS agonist mode; activation, % at 2 µM; hit rate 0.18% among 360,000; AID 493084, 2011; note: 0% is about no effect
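In this calcium-flux screen, cells bearing human TRHR are dye-loaded with fluo-8, baselined for 10 cycles, then exposed to library compounds; positive kinetic calcium responses during the agonist phase mark hits, with TRH as control.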
D2 ag: HTS Assay for Allosteric Agonists of the Human D2 Dopamine Receptor: Primary Screen for Agonists | AID 485358, 2010 | D(2) dopamine receptor (Homo sapiens), P14416 | hit rate 0.53% among 340,000 | HEK293 T-REx D2 cells, calcium flux agonist mode | activation, % at 2 µM;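 active = activation over 3 SD above normal in the single-dose calcium agonist read, cut at about 30% in these data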; note: 0% is about no effect
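Agonism is scored from calcium flux in a force-coupled, inducible HEK293 cell line expressing D2, read kinetically for 180 s after compound addition against dopamine controls.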
Numbers without * were called inactive; . = no result given. Cut-off read from the data, not from the text of the source, unless noted: active = activation above about 30%; inactive = the rest.

1) COCCNC(=O)CN(C(=O)c1ccc(N2CCCC2)nc1)c1ccc(Cl)cc1
2) CN(C)/C=C1\N=C(c2ccccc2)OC1=O
3) O=S(=O)(Nc1cccc(-n2cnnn2)c1)c1cc(Cl)ccc1Cl
4) O=C(CCCOc1ccc(Cl)cc1Cl)NCC1CCCO1 (stereo not drawn)
5) COc1ccc(C2=NOC(C(=O)NCc3ccco3)C2)cc1OC (stereo not drawn)
screen / no.	1	2	3	4	5
D1 potentiator	-4	-1	3	-17	3
D2 PAM	34*	4	4	-2	32*
TRHR enhancer	3	-6	1	0	4
D2 antagonist	4	9	3	0	-9
D1 ag	1	5	2	0	1
RXFP1 antag	-2	-2	3	-14	2
D1 antagonist	-9	0	-13	-4	-2
TRHR ag	-1.4	0.3	0.4	-0.2	0.3
D2 ag	0.0	-0.8	-0.7	-0.5	0.8

6) Cc1c(NC(=S)Nc2cccc(Cl)c2)c(=O)n(-c2ccccc2)n1C
7) COc1ccc(C(=O)NNC(=O)c2snnc2C)cc1
8) COc1cccc(C(=O)NCC(c2ccc(N(C)C)cc2)N2CCCC2)c1OC (stereo not drawn)
9) O=C(N/N=C/c1ccc(OC(=O)c2ccc3c(c2)OCO3)cc1)c1cncc(Br)c1
10) CCc1nccn1CCC(=O)NC1CC(C)(C)Cc2c1cnn2-c1ccc(OC)cc1 (stereo not drawn)
screen / no.	6	7	8	9	10
D1 potentiator	-8	1	0	-3	-1
D2 PAM	-4	-8	.	-1	9
TRHR enhancer	0	-1	4	-1	1
D2 antagonist	-2	-9	.	12	1
D1 ag	0	4	0	3	3
RXFP1 antag	-6	9	-11	-8	23
D1 antagonist	-2	16	-1	-13	7
TRHR ag	0.0	0.1	-0.6	-0.6	-0.1
D2 ag	0.1	18	.	1.5	0.8

11) Cc1noc(C)c1C(=O)NCc1ccccc1F
12) Cc1cccc(C(=O)N2CCN(S(=O)(=O)N3CCCCC3)CC2)c1
13) COCCN(C(=O)COC(=O)/C=C/c1nc2ccccc2s1)c1c(N)n(Cc2ccccc2)c(=O)[nH]c1=O
14) Cc1ccccc1CSc1ncc(C#N)c(N)n1
15) CN(C)c1ccc(/C=C/C(=O)c2cccnc2)cc1
screen / no.	11	12	13	14	15
D1 potentiator	-3	-7	-3	-4	-9
D2 PAM	4	-2	7	-8	-9
TRHR enhancer	0	-4	-4	0	6
D2 antagonist	-8	11	19	6	-12
D1 ag	2	5	2	2	176*
RXFP1 antag	-22	-6	-9	-3	-22
D1 antagonist	-14	33	-14	-26	0
TRHR ag	1.2	0.1	0.2	0.6	95*
D2 ag	-0.1	-0.1	-0.2	0.0	59*

Complete entries, looked up by structure:
Record of COCCN(C(=O)COC(=O)/C=C/c1nc2ccccc2s1)c1c(N)n(Cc2ccccc2)c(=O)[nH]c1=O : D1 potentiator: -3; D2 PAM: 7; TRHR enhancer: -4; D2 antagonist: 19; D1 ag: 2; RXFP1 antag: -9; D1 antagonist: -14; TRHR ag: 0.2; D2 ag: -0.2
Record of Cc1cccc(C(=O)N2CCN(S(=O)(=O)N3CCCCC3)CC2)c1 : D1 potentiator: -7; D2 PAM: -2; TRHR enhancer: -4; D2 antagonist: 11; D1 ag: 5; RXFP1 antag: -6; D1 antagonist: 33; TRHR ag: 0.1; D2 ag: -0.1

The list goes on:
16) Cc1cc(C)nc(Nc2ccc(C(=O)O)cc2)n1
17) Cc1cccc(NC(=O)c2ccc(Cl)c(NC(=O)c3ccncc3)c2)c1C
18) CCCN1CCc2nc(N3CCN(CC)CC3)ncc2C1
19) Cc1ccc(NC(=S)NCCN2CCOCC2)cc1F
20) CCOC(=O)C1(CC2CC2)CCN(S(=O)(=O)C[C@]23CC[C@H](CC2=O)C3(C)C)CC1
screen / no.	16	17	18	19	20
D1 potentiator	4	-4	-1	-7	-4
D2 PAM	12	3	-2	-4	.
TRHR enhancer	4	-3	-3	-1	1
D2 antagonist	10	5	.	7	.
D1 ag	1	2	2	3	6
RXFP1 antag	-8	1	-5	7	-10
D1 antagonist	1	-17	-4	-13	1
TRHR ag	0.2	-0.6	0.8	0.1	34*
D2 ag	0.3	-0.4	2.7	0.9	.

21) CN1CCN(c2ccc(NC(=O)c3ccco3)cc2Cl)CC1
22) CCCOC(=O)c1[nH]c2c(c1C)C(=O)CC(c1cccs1)C2 (stereo not drawn)
23) C/C(=N\Nc1nc(-c2ccc(C)cc2)nc2ccccc12)c1ccc([N+](=O)[O-])cc1
24) COC(=O)C(C)(C(=O)OC)c1ccc(C(F)(F)F)cc1[N+](=O)[O-]
25) C/C(N)=C(/C#N)C(=O)COC(=O)CCS(=O)(=O)c1ccccc1
screen / no.	21	22	23	24	25
D1 potentiator	-2	-4	-5	2	5
D2 PAM	.	0	5	-1	0
TRHR enhancer	2	-4	-2	-1	-4
D2 antagonist	.	0	-18	1	-8
D1 ag	2	2	3	1	2
RXFP1 antag	2	-19	.	10	-3
D1 antagonist	-38*	-9	2	-5	3
TRHR ag	0.4	-0.7	-0.7	-0.8	0.0
D2 ag	.	-0.8	0.6	-0.2	0.1

26) CC(=O)N1CCN(S(=O)(=O)c2cccc(C(=O)OCc3cccc(F)c3)c2)CC1
27) COc1ccc(NC(=O)CNC(=O)Cc2ccccc2)cc1OC
28) CC(C)(C)C(=O)N(Cc1nc2ccccc2c(=O)[nH]1)Cc1cccs1
29) COc1cc(SC)ccc1C(=O)Nc1ccc2c(c1)OCCO2
30) COC(=O)c1cc(NC(=O)c2cc(C(C)(C)C)nn2Cc2cccc(C)c2)ccc1N1CCOCC1
screen / no.	26	27	28	29	30
D1 potentiator	-1	-2	-4	-7	3
D2 PAM	9	6	-15	0	-16
TRHR enhancer	2	-4	-8	-6	-3
D2 antagonist	2	12	10	-47	-11
D1 ag	11	-3	-2	2	2
RXFP1 antag	5	-7	13	-20	-5
D1 antagonist	-7	-11	14	-2	8
TRHR ag	0.2	-0.3	0.0	0.0	-1.1
D2 ag	0.5	-0.5	0.3	1.1	-0.1

Look-ups from the entries so far:
no. 25 in TRHR enhancer shows -4
no. 16 in RXFP1 antag shows -8
no. 14 in D1 potentiator shows -4
no. 13 in TRHR ag shows 0.2
no. 28 in D2 antagonist shows 10

Following part.
31) CCOC(=O)CC1C(=O)NCCN1C(=O)c1sc2ccccc2c1Cl (stereo not drawn)
32) CC(=O)N1CCC(C(=O)Nc2ccc3c(c2)CCC3)CC1
33) COC(=O)c1ccc(Oc2ccc3nncn3n2)cc1
34) CCS/C(N)=N/N=C/c1cc(C)ccc1O
35) O=C1C2N=NN(CC(=O)N3N=C(c4cccc5ccccc45)CC3c3ccccc3)C2C(=O)N1c1ccccc1 (stereo not drawn)
screen / no.	31	32	33	34	35
D1 potentiator	2	5	-7	25	3
D2 PAM	-7	.	0	-5	.
TRHR enhancer	-4	4	0	5	-7
D2 antagonist	6	.	2	6	.
D1 ag	2	1	4	0	3
RXFP1 antag	-4	1	-3	-6	-25
D1 antagonist	-3	3	5	-7	26
TRHR ag	0.4	0.3	0.3	0.1	0.9
D2 ag	0.8	.	0.1	-1.1	.

36) CCOC(=O)c1ccc(NS(=O)(=O)c2cc(-c3onc(C)c3C)ccc2C)cc1
37) Cc1cccn2c(=O)c3cc(C(=O)NCc4ccco4)c(=N)n(CCOCCO)c3nc12
38) COC(=O)c1sccc1NC(=S)Nc1cccc(F)c1
39) CCOC(=O)c1ccc(NC(=O)CN2C(=O)C(C)SC(C)C2=O)cc1 (stereo not drawn)
40) COc1ccc(C(=O)Nc2ccccc2C(=O)N/N=C/c2cccc3ccccc23)cc1
screen / no.	36	37	38	39	40
D1 potentiator	-1	-3	-4	11	4
D2 PAM	2	8	-9	-4	-4
TRHR enhancer	7	6	-2	11	-2
D2 antagonist	.	4	-4	0	2
D1 ag	0	5	3	6	3
RXFP1 antag	-12	8	-16	1	-24
D1 antagonist	6	3	-24	8	-22
TRHR ag	0.2	0.1	0.7	0.4	0.8
D2 ag	-0.7	-2.6	0.5	0.3	-0.2

Entries above shown as hits in D2 PAM.
nr	smiles	D1 potentiator	D2 PAM	TRHR enhancer	D2 antagonist	D1 ag	RXFP1 antag	D1 antagonist	TRHR ag
1	COCCNC(=O)CN(C(=O)c1ccc(N2CCCC2)nc1)c1ccc(Cl)cc1	-4	34*	3	4	1	-2	-9	-1.4
5	COc1ccc(C2=NOC(C(=O)NCc3ccco3)C2)cc1OC (stereo not drawn)	3	32*	4	-9	1	2	-2	0.3

Continuation.
41) CC1CN(C(=O)N2c3ccccc3Sc3ccccc32)C(C)CC1=O (stereo not drawn)
42) CSc1nc2n(n1)C(C)C1=C(CCCC1=O)N2 (stereo not drawn)
43) COCCNC(=S)N1CCC(NC(=O)Nc2ccc(C)cc2)CC1
44) CC(C)(C)n1nnnc1C(c1ccccn1)N(Cc1ccccc1)Cc1ccc(Cl)cc1 (stereo not drawn)
45) CC1=C(C(=O)N2CCc3ccccc32)C2(CCC(C)CC2)OC1=O (stereo not drawn)
screen / no.	41	42	43	44	45
D1 potentiator	4	5	-5	1	-8
D2 PAM	3	.	.	16	.
TRHR enhancer	6	3	-1	-7	-4
D2 antagonist	-9	.	.	-35	.
D1 ag	1	2	1	3	2
RXFP1 antag	-4	-12	2	6	-7
D1 antagonist	32	7	-16	4	-78*
TRHR ag	-0.3	0.6	-0.7	0.5	-0.6
D2 ag	-0.3	.	.	-0.1	.

46) CCC(=O)Nc1cccc(-c2nnc(-c3cccc(NC(=O)CC)c3)o2)c1
47) Cc1cccc(NC(=O)CSc2nnc(C)c(=O)[nH]2)c1
48) CC(=O)O[C@H]1CC[C@@]2(C)[C@@H](CC[C@H]3[C@@H]4CC[C@H](C(C)O)[C@@]4(C)CC(=O)[C@@H]32)C1 (stereo partly drawn)
49) Cn1cccc1CNCc1ccccc1Cl
50) COc1ccccc1NC(=O)CSc1ncc2c(n1)-c1ccccc1N(Cc1ccccc1C)S2(=O)=O
51) Cc1cc(Br)ccc1NC(=O)CN1C(=O)c2cccnc2Sc2ccccc21
52) COc1cc(C2C3=C(CC(C)(C)CC3=O)N(C)C3=C2C(=O)CC(C)(C)C3)ccc1O
53) Cc1ccc(Oc2ncccc2COC(=O)Nc2ccccc2C)cc1
screen / no.	46	47	48	49	50	51	52	53
D1 potentiator	-1	-1	-1	-6	3	-2	10	-2
D2 PAM	2	.	23	-18	.	0	26	12
TRHR enhancer	-6	-7	-1	-5	-2	-2	2	-1
D2 antagonist	0	.	3	2	.	.	-24	11
D1 ag	1	1	5	1	4	1	2	11
RXFP1 antag	7	.	.	7	-9	-4	11	-5
D1 antagonist	7	-9	-4	22	-2	5	33	0
TRHR ag	0.6	0.1	0.5	-1.2	0.6	0.4	-1.4	-0.6
D2 ag	-0.5	0.5	1.5	50*	-0.3	-0.6	-0.5	-0.4

Screening results (PubChem BioAssay)

Compounds as they come. Share with any hit: about 7.1%.
